Screening results (PubChem BioAssay)
Pf Dd2 growth: qHTS Primary assay for Inhibitors of Plasmodium falciparum Dd2 growth in vitro; P. falciparum Dd2 growth, SYBR Green, 72 h; Potency, µM (top dose mostly 28.9 µM), for inactives: at the top dose activity, negative = inhibition, actives largely listed as inhibitors; hit rate 4.3% among 120,000; active = well fitted inhibition curve with a large enough effect; inconclusive = small, poorly fitted or top-dose-only effect; inactive = no such curve, though single readings can be large or run the other way;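 also: plate controls were DMSO vehicle for no effect and reference drug for full effect; nearly all actives have a fitted effect of over 65% in size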
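Readout: SYBR Green fluorescence, 485 nm excitation, 535 nm emission, after ~16 h lysis at 37C. Before that, Dd2-infected red cells (2.5% hematocrit) grew 72 h with compound, 29 uM top final concentration.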
* marks the source's active call; other numbers are inactive results; i = inactive; ? = inconclusive; [ ] = remark or other dose. Potency is read from the fitted curve at half-maximal effect. Not all compounds are listed (hit frequency here may not be typical).

SMILES	Pf Dd2 growth
Cc1ccc(NC(=O)C2CCCN2S(=O)(=O)c2cccc3nsnc23)cc1Cl (configuration not stated)	?
COc1ccc(NC(=O)CSc2nnc(-c3ccc(C)cc3)o2)cc1	75.3%[activator]
COC(=O)CNC(=O)c1cc(-c2ccc(Cl)cc2Cl)c2cnn(C)c2n1	19.3%
CC1Oc2ccc(NS(=O)(=O)c3cccc(Cl)c3)cc2CN(Cc2ccccc2Cl)C1=O (configuration not stated)	?
N#Cc1ccc(CC(=O)N2CC(CNC(=O)c3cccnc3)C3(C2)CN(c2ccccc2)C3)cc1 (configuration not stated)	i
Cc1cc(=O)n2nc(N3CCC(C(=O)NCc4ccccc4F)CC3)sc2n1	i
COc1ccc(NC2CCCN(C(=O)c3ccccc3C(F)(F)F)C2)cc1OC (configuration not stated)	i
Cc1ccc(C2(O)CCN(C(=O)CCn3cnc4ccccc43)CC2)nc1	-9.7%
CC(=O)N1CCCN(c2ncnc3c2CN(c2ccc([N+](=O)[O-])cc2)C(=O)N(C)C3)CC1	-13.7%
COc1cccc2cc(-c3nc(-c4ccccc4F)no3)c(=O)oc12	14.2%
Cc1c(Cl)cccc1NC(=O)c1ccc(C(=O)Nc2cccc(Cl)c2C)cc1	29.6%
COc1cc(F)ccc1-c1nc(-c2c(C)noc2C)cc2cc(C)oc12	i
CC(C)c1nn2c(=O)cc(COC(=O)c3ccc(NC(=O)CCc4ccccc4)cc3)nc2s1	i
O=C(c1ccccc1)N1CCC(N2CCOCC2=O)CC1	13.1%[44.1 µM]
O=C(c1ccc2c(c1)OCO2)N1CCCC1c1nnc2n1CCNC2 (configuration not stated)	?
CCOC(=O)c1ccc(NC(=O)CSc2nc3ncc(Br)c(C)c3[nH]2)cc1	-10.3%
CCOC(=O)C1CCN(C(=O)CCS(=O)(=O)c2cc3c(cc2Cl)NC(=O)CO3)CC1	-3.2%
Cc1cnc(C(=O)NCC(=O)N2CCCCCNC(=O)CC2c2ccccc2)cn1 (configuration not stated)	-1.2%
O=C(NCc1ccccc1Cl)c1ccc2oc(=O)n(Cc3ccccc3)c2c1	-5.5%
Cc1nn(C)c(C)c1CNC(=O)C1CC(=O)N(c2n[nH]c3ccccc23)C1 (configuration not stated)	-8.7%
CN(C)c1ccc(CN2CCCC3(CC(Cc4ccccc4)=NO3)C2)cc1 (configuration not stated)	?
C[C@H](O)c1onc(-c2ccc(Cl)cc2)c1C(=O)NC1CC1	-13.8%[44.1 µM]
Cc1cc(C)cc(C(=O)Nc2c(C(=O)Nc3ccccc3F)oc3ccccc23)c1	?
CCN(CC)C(=O)C1=C(C)Nc2nc3ccccc3n2C1c1ccc(Br)cc1 (configuration not stated)	28.0%
Cc1cc(C)cc(Nc2ncnc3sc4c(c23)CCCC4)c1	-8.1%

(next part)
SMILES	Pf Dd2 growth
Cc1cccc(NC(=O)C2CCN(S(=O)(=O)c3cccc4nsnc34)CC2)c1	-14.0%
CC(=O)N1CCC(N2C[C@H](NC(=O)c3ccoc3C)[C@@H](C3CC3)C2)CC1	?
CC(C)NC(=O)C(C)[C@@H]1CC[C@@]2(C)CC[C@H](NC(=O)CC(C)(C)C)[C@@H](C)[C@@H]2[C@H]1O (some centres not stated)	6.31µM*
Oc1cccc(-c2cc3c(cn2)NCCN(Cc2ccccc2)C3)c1	i
O=C(O)C[C@@H]1CCN(C(=O)Cc2ccccc2)C[C@@H]1CCN(CCN1CCOCC1)c1ccccc1	-13.9%
Cc1ccc(Sc2c(C)nn(C(=O)c3ccc(Br)cc3)c2C)cc1	26.9%
O=C(OCc1cc(=O)n2nc(-c3cccs3)sc2n1)c1cccc(Cl)c1	i
Cc1cc2nc3n(c(=O)c2n1CC(=O)Nc1ccc(F)cc1)CCC3	i
Cc1cccc(NC(=O)CSc2nc(=O)n(CCN3CCOCC3)c3c2CCC3)c1	0.4%
CCN1C(=O)c2ccccc2Sc2ccc(NC(=O)c3ccc(C#N)cc3)cc21	23.3%
Cc1cc(C(=O)N2CCC(N3C[C@H](O)C[C@H]3C(=O)NC3CCCCC3)CC2)nn1C	8.1%
CCN1CCN(CCCNC(=O)c2ccc3c(c2)sc2nc(-c4ccc(OC)cc4)cn23)CC1	3.16µM*
COC(=O)[C@H](NC(=O)[C@@H]1C[C@H](NC(=O)Nc2cccc(SC)c2)CN1C(=O)c1cccn1C)C(C)C	-3.3%
CC(C)c1noc(CC2CCN(C(=O)c3cccs3)CC2)n1	78.2%[activator]
Nc1ncccc1CN1CC[C@H]2NCCC[C@]2(C(=O)O)C1	-5.8%
COc1ccccc1C(=O)Nc1cc2c(cc1N1CCCC1)n(C)c(=O)c(=O)n2C	-1.8%
Cc1cc(NC(=O)CCNS(=O)(=O)c2cccc3nsnc23)ccc1Br	i
COc1ccc(C(CNC(=O)COc2cc(C)cc(C)c2)N2CCCCC2)cc1 (configuration not stated)	i
COc1ccccc1NC(=O)C(=O)NCC(c1cccnc1)N1CCc2ccccc2C1 (configuration not stated)	?
Cc1cnc(C2CC2)n1C1CCN(C(=O)c2ccco2)CC1	-6.8%
COc1ccc(N(Cc2cccs2)C(=O)COc2cc(C)c(Cl)c(C)c2)cc1	?
O=C(N[C@@H]1COCC[C@@H]1Oc1ccc(F)cc1)c1cnc(C2CC2)nc1	-7.0%
COc1ccc(N2Cc3c(NCC4CC4)ncnc3N(C)CC2=O)cc1	14.0%
O=C(C1CCC1)N1CCC(N2CC(OCC3CC3)C23CCCCC3)CC1 (configuration not stated)	?
N#C/C(=C/c1cn(Cc2ccc(F)cc2)c2ccccc12)C(=O)Nc1cccc(Cl)c1	10µM*

Arranged by SMILES length (largest number first): some entries from above.
SMILES	Pf Dd2 growth
COC(=O)[C@H](NC(=O)[C@@H]1C[C@H](NC(=O)Nc2cccc(SC)c2)CN1C(=O)c1cccn1C)C(C)C	-3.3%
CC1Oc2ccc(NS(=O)(=O)c3cccc(Cl)c3)cc2CN(Cc2ccccc2Cl)C1=O (configuration not stated)	?
Cc1ccc(NC(=O)C2CCCN2S(=O)(=O)c2cccc3nsnc23)cc1Cl (configuration not stated)	?
Nc1ncccc1CN1CC[C@H]2NCCC[C@]2(C(=O)O)C1	-5.8%

More structures follow:
SMILES	Pf Dd2 growth
NC(=O)C1CCN(C(=O)c2ccccc2NC(=O)c2nsc3ccccc23)CC1	i
COc1ccccc1CNC(=O)COCc1cc(-c2ccc3c(c2)OCO3)on1	23.5%
COc1ccc(OCC(=O)Nc2ccccc2C(=O)OCc2cc(=O)n3nc(C)sc3n2)cc1	i
COC(=O)[C@@H]1Cc2ncn(C(C)C)c2CN1S(C)(=O)=O	39.3%[activator][44.1 µM]
Cc1cc2nc3n(c(=O)c2n1CC(=O)Nc1cccc(Br)c1)CCCCC3	i
Cc1cccc(-c2nc(C(N)=O)c3c(n2)n(-c2ccc4c(c2)OCO4)c(=O)n3C)c1	42.6%[activator]
Cc1cnn(CC(=O)N2CCCCCCNC(=O)[C@@H]3CCCC[C@@H]32)c1	9.5%
COC(=O)C1CCCN1C(=O)c1c(C)oc2c1CN(Cc1ccc(C)cc1)CC2 (configuration not stated)	-27.1%
Cc1ccccc1-c1cccc(C(=O)N(C)Cc2ncc[nH]2)c1	-7.8%
COc1cc(-c2noc(CCC(=O)Nc3cc(C)ccc3C)n2)cc(OC)c1OC	-2.7%
O=c1c2ccccc2nc(-c2ccc(Cl)cc2)n1CCCOc1ccccc1F	7.3%
Cc1ccc(C(=O)N2CCC(N3CCCOC3=O)CC2)cc1	23.9%[44.1 µM]
COC(=O)CC1C(=O)NCCN1C(=O)c1ccccc1-c1ncc[nH]1 (configuration not stated)	-3.9%
CCCN1CCC(NC(=O)c2cc(COc3ccccc3)[nH]n2)CC1	2.3%
Cc1ccc(NC(=O)C2CCCN(S(=O)(=O)c3ccc4c(c3)CCCC(=O)N4)C2)cc1Cl (configuration not stated)	-23.0%
CCCN1CC(Oc2ccc(-c3noc(C4CC4)n3)cc2)C1	-13.5%
O=C(Nc1nc2n(n1)C(c1ccc(F)cc1)C=C(c1ccccc1)N2)c1ccc(Cl)cc1 (configuration not stated)	10µM*
CCN1C(=O)C2CC3(CCN(C(=O)c4cccs4)CC3)CN2C1=O (configuration not stated)	28.5%
Fc1ccc(C(c2nnc(-c3ccccc3)o2)N2CCN(c3ccccc3)CC2)c(Cl)c1 (configuration not stated)	?
COc1ccc(S(=O)(=O)NCc2nc(-c3ccccc3)no2)cc1	-5.8%
Cc1cccc(CCNC(=O)CCc2c(C)nc3ncnn3c2C)c1	2.0%
CC1(CNC(=O)c2ccoc2)CCOCC1	17.6%
Cc1[nH]cnc1-c1nccn1CCN1N=C(c2ccccc2)CCC1=O	-0.1%
COc1cc(Cl)c(C)cc1NC(=O)C1CCN(c2nc3ccccc3n3cccc23)CC1	?
CCN1CCC2(CCC1=O)CN(Cc1cc(C#N)n(CC)c1)CCN2C (configuration not stated)	-19.6%

Grouped by structure, the entries above with a COOH group.
SMILES	Pf Dd2 growth
O=C(O)C[C@@H]1CCN(C(=O)Cc2ccccc2)C[C@@H]1CCN(CCN1CCOCC1)c1ccccc1	-13.9%
Nc1ncccc1CN1CC[C@H]2NCCC[C@]2(C(=O)O)C1	-5.8%

Further entries follow:
SMILES	Pf Dd2 growth
Cn1nc(C2CCN(C(=O)c3cccc(Cl)c3)CC2)[nH]c1=O	-16.1%[44.1 µM]
O=C(C[C@@H]1C[C@H]2O[C@H](CNC3CCNCC3)[C@@H](O)[C@H]2O1)N1CCOCC1	8.4%
COc1ccc(-c2noc([C@@H]3CCCN3C(=O)c3ccc(F)cc3Cl)n2)cc1OC	i
CC(=O)N1c2ccc(S(=O)(=O)NCC3CCC(C(=O)Nc4ccc(C)c(C)c4)CC3)cc2CC1C (configuration not stated)	-19.9%
CCCNC(=O)N(C1CCOCC1)C1CCN(C(=O)c2cccc(C(F)(F)F)c2)CC1	7.4%
OC[C@@H]1CNC[C@H]1C1CCN(Cc2ccsc2)CC1	0.0%
O=C(CSc1nc2c(oc3ccccc32)c(=O)n1-c1ccccc1F)Nc1ccccc1	-11.6%
COc1ccc(S(=O)(=O)n2ccnc2)cc1C(C)(C)C	0.3%
CCN(CC)c1cc(C)c2cc(NC(=O)c3cccc(OC)c3OC)ccc2n1	-27.1%
Cc1ccc(C(=O)N2CCN(c3cc(C(F)(F)F)ncn3)CC2)s1	i
O=C(O)CCC1CCN(C(=O)c2ccccc2)CC1	-17.9%
Cc1cc(C(=O)N2CCC(N3CCCC(C(=O)NCCc4ccccc4)C3)CC2)n[nH]1 (configuration not stated)	9.5%
CN(C)C[C@H]1O[C@@H](CO)[C@@H](O)[C@H]1N1CCN(c2ncccn2)CC1	-9.0%
Cc1cc(C(=O)N[C@@H]2C[C@H](Cn3cc(CN4CCS(=O)(=O)CC4)nn3)[C@@H](O)[C@H]2O)no1	25.9%
O=C(NC1CC(=O)N(c2cccc(F)c2)C1)C1CCCC1 (configuration not stated)	i
CN1C(=O)CCC2(CNC(=O)c3ccncc3)CCCC=C12 (configuration not stated)	17.7%
CN(Cc1ccncn1)C(=O)c1ccccc1C1CCNC1 (configuration not stated)	7.6%
Cc1cn2nc(C(=O)NCCc3ccccc3)cc2c(N2CCSCC2)n1	-1.7%
CCN(C(=O)c1ccc2c(=O)n3c(nc2c1)CCCCC3)c1cc(C)ccc1C	-6.1%
O=C1Nc2ccccc2C12CCN([S+](=O)([O-])c1cccc(C(F)(F)F)c1)C2 (configuration not stated)	i
O=C(c1ccco1)N1CCN(c2nc3c(Cl)cccc3s2)CC1	41.9%[activator]
Cc1ccc(CSc2ccc(-c3cccs3)nn2)cc1	8.8%
CCOc1ccccc1NC(=O)N1CCCC(c2noc(COC)n2)C1 (configuration not stated)	5.3%
O=C(O)c1ccc2nc(-c3cc4cccc(O)c4oc3=O)[nH]c2c1	-11.7%
CC(=O)N1CCC2(CC1)CN(C(=O)CN(C)C)Cc1ccccc1O2	43.1%[activator]

Further results follow:
SMILES	Pf Dd2 growth
COc1ccc(N2CCN(C(=O)c3cc(S(=O)(=O)N4CCC(C)CC4)cn3C)CC2)cc1	?
CCN1CCC(OCCCNC(=O)CCC[C@H]2NC[C@@H]3C[C@H]2CN(Cc2ccccc2)C3)CC1	?
Cc1ccccc1S(=O)(=O)N1CCC(n2cnnc2-c2ccccc2)CC1	-5.8%
Cc1nc(S(=O)(=O)N2CCN(c3ccccc3F)CC2)cn1C	i
O=C(CCC[C@@H]1[C@H]2CCCN3CCC[C@@H](CN1C(=O)c1cccs1)[C@@H]23)N1CCOCC1	-8.2%
O=C(CCC1CCCC1)Nc1cccc(-c2nnc3n2CCCC3)c1	?
COCC(=O)N1CCn2c(nn(-c3ccc(C)cc3)c2=O)C1	-11.4%[44.1 µM]
CN1CC2(C1)C(=O)N(Cc1cccc(Cl)c1)C(=O)[C@@H]1C[C@@H](O)CN12	i
COCC1CN(Cc2ccccc2C(F)(F)F)CC12CCNCC2 (configuration not stated)	?
CSc1cccc(NC(=O)O[C@@H]2CC[C@]3(C)C(CC[C@@H](O)[C@H]3CC(=O)N3CCCC3)[C@]2(C)CO)c1 (some centres not stated)	5.01µM*
COc1ccccc1-c1cn2c(n1)CO[C@@H](CNC(=O)NC(C)C)C2	4.8%[44.1 µM]
Cn1nccc1-c1ccc2ncn(Cc3ccccn3)c(=O)c2n1	0.2%[44.1 µM]
N#Cc1ccc(CN2CCC(N3Cc4ccccc4C3=O)CC2)cc1	?
CNC(=O)[C@@H]1CN(C(=O)CN2CCOCC2)C[C@H]1COC	-0.6%
Cc1cc(S(=O)(=O)N2CCC(n3cnnc3-c3ccccc3)CC2)ccc1F	-16.8%
Cc1cccc(CN2CCc3c(cc(C(=O)O)n3C)C2)c1	i
COc1ccc2c(Sc3ccc(Cl)cc3)c(C(=O)N3CCC(C)CC3)[nH]c2c1	2.5%
O=C(CCNS(=O)(=O)c1cccc2nsnc12)Nc1ccc(F)cc1	15.8%
O=C(c1cnccn1)N1CCC(N2C(=O)C(OCC3CC3)C23CCCCC3)CC1 (configuration not stated)	-24.6%
